Screens from PubChem.
NPYLR7 agonist: mosquito NPYLR7 agonism. HEK293T NPYLR7/Galpha15, GCaMP6s calcium fluorescence. activation, % at 10 µM. 270,000 compounds, 0.15% hits. AID 1259423; in the data active = activation above about 40%;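 also: 0% = vehicle and 100% = reference agonist at the receptor; some compounds past the cut are filed as inactive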
hcGAS inh: blocks human cGAS activity | inhibition, % at 12.5 µM | 290,000 compounds, 0.081% hits | recombinant h-cGAS, ATP depletion, Kinase-Glo luminescence;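 also: 0% = vehicle reaction and 100% = reaction without DNA for no activity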
Target sequence (Q8N884 whole entry, looked up): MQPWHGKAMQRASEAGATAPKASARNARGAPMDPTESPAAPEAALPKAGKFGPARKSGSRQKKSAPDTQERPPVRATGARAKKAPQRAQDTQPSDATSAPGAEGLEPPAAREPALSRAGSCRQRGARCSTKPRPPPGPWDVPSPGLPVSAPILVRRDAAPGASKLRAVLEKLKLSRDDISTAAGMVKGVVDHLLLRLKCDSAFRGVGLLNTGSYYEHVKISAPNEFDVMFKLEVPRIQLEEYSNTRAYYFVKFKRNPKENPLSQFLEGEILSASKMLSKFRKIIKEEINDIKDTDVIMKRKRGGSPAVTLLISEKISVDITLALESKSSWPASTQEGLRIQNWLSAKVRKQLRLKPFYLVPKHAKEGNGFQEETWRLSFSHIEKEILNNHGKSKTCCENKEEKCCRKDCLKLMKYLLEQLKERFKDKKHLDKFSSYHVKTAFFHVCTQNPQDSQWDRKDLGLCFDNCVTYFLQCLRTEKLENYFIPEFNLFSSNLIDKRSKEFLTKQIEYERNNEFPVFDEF
mcGAS lum: blocks mouse cGAS activity; Q8C6L5; recombinant cGAS, Kinase-Glo ATP depletion luminescence; AID 1259399; 160,000 compounds, 0.15% hits; inhibition, % at 12.5 µM;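 also: 0% = negative control wells and 100% = reference inhibitor with no enzyme activity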
* marks the source's active call; other numbers are inactive results; nt = no result given; & = joins results of further samples. Rule as the data show it, unless noted: active = inhibition above about 40%; inactive = the rest.

Value order – NPYLR7 agonist	hcGAS inh	mcGAS lum
- Cc1nn(C)c(C)c1CCc1nc(CC(C)C)nn1-c1ccccn1
 : 0	-3	nt
- C=C(C)CSc1nnc2[nH]c(=O)cc(N)n12
 : 5	-7	nt
- CCOc1cc(C=NNc2nc(C)nc3sc4c(c23)CCCC4)ccc1O
 : -5	-3	-6
- Cc1cccc(-c2nnc(SCc3c(F)cccc3Cl)n2-c2ccccc2)c1
 : nt	-4	-3
- COC(=O)c1ccc(-c2noc(CN3CCCN(C(=O)c4ccco4)CC3)n2)cc1
 : 2	-5	-4
- CCc1nc2ccc(C(=O)N3CCN(S(=O)(=O)CC)CC3)cn2c1N(CC)CC(=O)N(C)C
 : -4	-1	2
- COc1ccc(OC2CCN(C(C)=O)CC2)c(C(=O)NCCn2cccn2)c1
 : 8	-6	nt
- CC1CCCC(NC(=O)CN(C)CC2CCN(CCO)CC2)C1C (configuration not stated)
 : 6	-10	nt
- Cc1nnc(NC(=O)CSc2nnc(CNC(=O)c3ccc(S(=O)(=O)N4CCCC4)cc3)n2-c2ccccc2)s1
 : -7	-5	nt
- CN1CCC2(CC1)CC(NC(=O)c1cccc3cn[nH]c13)c1ccccc1O2 (configuration not stated)
 : 3	0	-1
- Cc1cc(C)n2nc(C(=O)NC3CCCCC3C(F)(F)F)nc2n1 (configuration not stated)
 : 7&9	-7&-12	-8
- CC(=O)Nc1ccc(F)c(C(=O)N2CCC(CN3CCC(C)CC3)CC2)c1
 : -3	-2	nt
- O=C(O)[C@H]1C[C@@H](C(=O)N2CCCC2)CN(C/C=C/c2ccccc2)C1
 : 7	-2	nt
- CC1NC(=S)N(C2CC2)C1=O (configuration not stated)
 : 9	-3	nt
- CCOc1ccc2cc(C(N)=O)c(=Nc3ccccc3OC)oc2c1
 : -1	3	-1
- CCC(C)C(NC(N)=O)C(=O)NNC(=O)CC12CC3CC(CC(C3)C1)C2 (configuration not stated)
 : 2	-7	-5
- Cc1ccc(N2CCCn3c2nc2c3c(=O)n(CCN3CCOCC3)c(=O)n2C)c(C)c1
 : -3	-9	nt
- C=CCC(O)(CC=C)c1ccc(CN(Cc2ccc(C)o2)C2CC2)o1
 : 7	-8	-6
- CCCCCc1ccc(C(=O)N2CCN(c3nc4ccccc4nc3C)CC2)cc1
 : -7	5	3
- CCc1ccccc1C1c2cccn2CCCN1Cc1ccccc1[N+](=O)[O-] (configuration not stated)
 : 12	1	-3
- CCC1CCCCN1CCCNC(=O)c1c(O)nc2sccn2c1=O (configuration not stated)
 : -3	-9	-8
- COc1ccc(-c2nc(CN(Cc3c(C)nn(C)c3C)C3CC3)c(C)o2)c(F)c1
 : -7	1	-2
- Cc1ccccc1CN1CCN(c2ccc(S(=O)(=O)C(F)F)cc2)CC1
 : 13	-11	-15
- O=C(Nc1cccc(-c2ccn[nH]2)c1)C1CC2CCC1C2 (configuration not stated)
 : 2	-17	nt
- CN(C)c1ccc(NC(=O)c2ccc(-n3ccnc3)nn2)c(C(F)(F)F)c1
 : -1	-5	-12
- CNc1ccc2ncc(-c3ccccc3OC)n2n1
 : -1	-8	nt
- CCCC(=O)N1CCC1(C)C(=O)Nc1ccc(-n2cccc2)cc1 (configuration not stated)
 : 9	-7	-4
- CCCCCCCCCCCCCCCC(=O)OC/C=C(C)/C=C/C=C(C)/C=C/C1=C(C)CCCC1(C)C
 : -26	-3	nt
- CCOC(=O)CC(c1ccccc1)C1CCNCC1 (configuration not stated)
 : -2	-6	nt
- Cc1ccc(OCC(O)Cn2c(C)cc(=O)n3ncnc23)cc1 (configuration not stated)
 : -4	-3	-8
- CC(=O)N1CCN(CCNS(=O)(=O)N2CCCCC2)CC1
 : 13	-8	nt
- CCc1ccc2nc(N(Cc3cccnc3)C(C)=O)sc2c1
 : -5	-5	-7
- CCC(C)n1c(C)cn2c3c(=O)n(CC)c(=O)n(C)c3nc12 (configuration not stated)
 : 2	-5	nt
- CC1CC1C(=O)N(CCN1CCN(C)CC1)Cc1ccc(Br)cc1F (configuration not stated)
 : 7	-12	nt
- COc1cc(C)ccc1Oc1ccc(F)cc1N
 : -9	5	nt
- Cc1ccc(-n2cccn2)c(CNC2COc3ccccc3C2)c1 (configuration not stated)
 : -2	-9	nt
- O=S(=O)(c1ccccc1NC1CCN(Cc2ccccc2)CC1)C(F)(F)F
 : -4	1	nt
- CC(Sc1ccc(Cl)cn1)C(=O)O (configuration not stated)
 : 1	-3	nt
- CCCc1cc(C(=O)OC(C)C(N)=O)sc1C (configuration not stated)
 : 10	-11	nt
- CC(=O)Nc1ccc(NC(=O)Cn2nc(C)c([N+](=O)[O-])c2C)cc1
 : -3	-2	nt

Copied from the entries so far, 2 compounds:
Value order – NPYLR7 agonist	hcGAS inh	mcGAS lum
- CCCc1cc(C(=O)OC(C)C(N)=O)sc1C (configuration not stated)
 : 10	-11	nt
- CC(=O)Nc1ccc(NC(=O)Cn2nc(C)c([N+](=O)[O-])c2C)cc1
 : -3	-2	nt

More results:
Value order – NPYLR7 agonist	hcGAS inh	mcGAS lum
- O=C(COc1cccnc1)N1CCCC(c2ccn[nH]2)C1 (configuration not stated)
 : 1	-5	-20
- CC(=O)Nc1ccc(OCC(O)CON=C2c3ccccc3-c3ccccc32)c(C)c1 (configuration not stated)
 : 6	-5	-5
- CN(C)c1ccc(C2=NOC(CN(Cc3cccc(Cl)c3)C(=O)C3CCCC3)C2)cc1 (configuration not stated)
 : 5	-3	-3
- O=C(CC(NCCCO)C(=O)O)Nc1ccc2ccccc2c1 (configuration not stated)
 : -1	-9	-9
- CCOc1ccc(CNC(=O)c2ccc(C(F)(F)F)cn2)cc1OC
 : 6	-9	nt
- CC/C=C(/C)C(=O)N1CSCC1C(=O)NC(C)c1cccnc1 (configuration not stated)
 : 2	-7	-17
- C=CCSc1nnc2c(n1)OC(c1cn[nH]c1-c1ccccc1)Nc1ccccc1-2 (configuration not stated)
 : 3	-5	-2
- CC(C)N(Cc1ccccc1OS(=O)(=O)C(C)C)C(=O)C1CCC1
 : -3	-4	-5
- Cc1ccc(C)c(-c2[nH]ncc2CN(C)Cc2snnc2C)c1
 : 25	-6	-18
- COc1c(C)cnc(CN(C)S(=O)(=O)NCc2ccccc2)c1C
 : 5	-4	nt
- Cc1ccccc1-c1nc(C(N)=O)c2[nH]c(=O)n(-c3ccccc3)c2n1
 : 11	-4	-7
- COCCN(CC(=O)N(CCc1c[nH]c2ccccc12)Cc1ccc(F)cc1)C(=O)NC12CC3CC(CC(C3)C1)C2
 : 39	-5	-5
- O=C(NC(C(=O)N/N=C\c1cc([N+](=O)[O-])ccc1Cl)c1n[nH]c(=O)c2ccccc12)c1ccccc1 (configuration not stated)
 : 5	-3	-5
- CCC1(C(C)C)NC(=O)N(CC(=O)C(C)(C)C)C1=O (configuration not stated)
 : 5	-6	nt
- CC(=O)Nc1ccc(NC(=O)c2ccnn2C)cc1
 : -2	-3	-8
- CCOC(=O)C(C)Sc1nnc2n1CCN2c1ccccc1 (configuration not stated)
 : 1	1	0
- Cc1cc(N2CCC(C(N)=O)CC2)c2cc(Cl)cc(C)c2n1
 : 3&-8	-9&-12	nt
- CN1CC2(CCCN(C(=O)c3cccc4c3NCCC4)CC2)OC1=O (configuration not stated)
 : 2	-5	-13
- Cc1ccc(NC(=O)c2cccn(OCc3cccc([N+](=O)[O-])c3)c2=O)cc1
 : 14	-6	-7
- Cc1ccc(Cl)cc1N1CCN(C(=O)c2ccc(Cl)cc2)C(C)C1=O (configuration not stated)
 : -12	-5	-5

Sorted by SMILES length (rising): some entries from above.
Value order – NPYLR7 agonist	hcGAS inh	mcGAS lum
- CCOC(=O)C(C)Sc1nnc2n1CCN2c1ccccc1 (configuration not stated)
 : 1	1	0
- Cc1ccc(C)c(-c2[nH]ncc2CN(C)Cc2snnc2C)c1
 : 25	-6	-18
- CC(C)N(Cc1ccccc1OS(=O)(=O)C(C)C)C(=O)C1CCC1
 : -3	-4	-5
- CN(C)c1ccc(C2=NOC(CN(Cc3cccc(Cl)c3)C(=O)C3CCCC3)C2)cc1 (configuration not stated)
 : 5	-3	-3

Next section:
Value order – NPYLR7 agonist	hcGAS inh	mcGAS lum
- CC(C)OCCS(=O)(=O)Nc1cc(-n2cccc2)ccc1F
 : 1	5	nt
- Cc1ccc(-n2c(SCc3ccc(F)cc3)nnc2C(Cc2ccccc2)NC(=O)Cc2cccs2)cc1 (configuration not stated)
 : 6	-7	-3
- Cc1cccc(C(=O)N2CCCC3(C=Cc4ccccc4O3)CC2)n1 (configuration not stated)
 : -5	-6	nt
- CCc1ccc(S(=O)(=O)N2CCN(c3ccc(-c4cccs4)nn3)CC2)s1
 : 2	-7	nt
- O=C(O)CN1CCC(N2CCCC(O)C2)CC1 (configuration not stated)
 : nt	-8	-12
- CCOC(=O)C1CCN(C(=O)c2cn(CC)nc2OCC)CC1
 : 0	-9	nt
- Cc1cc(NC(=O)c2cccs2)n(-c2ncnc3c2cnn3-c2cccc(C)c2C)n1
 : 8	-3	-7
- CCCCCCCC(=O)N1CCSC1c1cccc(Cl)c1 (configuration not stated)
 : -2	-6	-2
- Cc1ccc(OC(C)C(=O)N2CCN(c3cc(C#N)ccn3)CC2)c(Br)c1 (configuration not stated)
 : -6	-13	nt
- COC(=O)c1cc(F)c(F)cc1NC(=O)Cc1cc(C)on1
 : 1	-6	-15
- COc1cccc(C(C)NC(=O)c2sc3c(Cl)c(Cl)ccc3c2Cl)c1 (configuration not stated)
 : 39	-5	-6
- CCn1ncnc1C(C)Nc1cc(OC)ncn1 (configuration not stated)
 : 1	-6	nt
- O=C(CSc1nc2sc3c(c2c(=O)n1Cc1ccco1)CCC3)N1CCc2ccccc2C1
 : 3	0	-4
- Cl/C(=C/c1ccccc1)c1ccncc1
 : 1	-1	-6
- Cc1cccc(-c2nnn3c2nc(N2CCCCCC2)c2ccccc23)c1
 : -6	-1	0
- Cc1ccc(S(=O)(=O)N(C)Cc2ccc(C(=O)NNC(=O)C3CCC3)cc2)cc1
 : 9	-7	-6
- Cn1ccnc1-c1ccc(NCCc2c[nH]c3ccccc23)nn1
 : 4	-7	nt
- Cc1nc(CNC(=O)c2cn(Cc3ccccc3Cl)nn2)nc2c1CCCC2
 : nt	-1	-8
- Cc1c(C)n2c3c(=O)n(Cc4cccc(Cl)c4)c(=O)n(C)c3nc2n1CCOCCO
 : 1	4	-5
- O=C(Cc1cccc2ccccc12)NCC(c1ccsc1)N1CCOCC1 (configuration not stated)
 : 11	-9	-7

Filtered by structure, the entries above with bromine
Value order – NPYLR7 agonist	hcGAS inh	mcGAS lum
- CC1CC1C(=O)N(CCN1CCN(C)CC1)Cc1ccc(Br)cc1F (configuration not stated)
 : 7	-12	nt
- Cc1ccc(OC(C)C(=O)N2CCN(c3cc(C#N)ccn3)CC2)c(Br)c1 (configuration not stated)
 : -6	-13	nt

More results follow.
Value order – NPYLR7 agonist	hcGAS inh	mcGAS lum
- O=C(Nc1ccc(F)cc1NC(=O)C1CCCO1)c1ccccn1 (configuration not stated)
 : 1	1	nt
- S=c1[nH]nc(-c2nccc3ccccc23)n1Cc1ccc(Cl)cc1
 : 7	-9	-2
- CC(=O)c1cccc(-c2cnc3c(NC=O)cc(-c4ccccc4F)cn23)c1
 : -6	-7	-8
- Cn1ncc2c1ncn1c(-c3ccc(Cl)cc3Cl)nnc21
 : -4	-9	nt
- COc1ccc(N2C(=O)c3ccccc3NC2c2c(C)nn(C)c2Cl)c(OC)c1 (configuration not stated)
 : 17	-3	nt
- CN(CC1COc2ccccc2O1)C(=O)c1ccc(N2CCC(O)CC2)nc1 (configuration not stated)
 : 5	-6	-17
- CC(C)c1ccc(C2SCC(=O)N2c2ccccc2)cc1 (configuration not stated)
 : -13	-5	-4
- CCOC(=O)CN1Cc2cc(OC)ccc2N(CC(C)O)CCC1=O (configuration not stated)
 : 5	-3	-9
- COC(=O)/C(=C/c1ccc(Cl)cc1Cl)NC(=O)c1ccc(OC)c([N+](=O)[O-])c1
 : -2	-1	-3
- Cc1[nH]c2c(C)ccc(C)c2c1CC(=O)NCc1cccnc1-n1ccnc1
 : 3	-4	-15
- Cc1cc2cc(CNC(=O)Nc3ccccc3)ccc2[nH]1
 : 10	-2	nt
- COc1ccc2c(c1)CC(CNC(=O)c1ccccc1F)O2 (configuration not stated)
 : 3	-3	-6
- COc1ccc(CCOC(=O)C2CCCCN2C(=O)CCCCC2CCSS2)cc1OC (configuration not stated)
 : -9	0	-1
- O=[N+]([O-])c1cc2c(cc1/C=N\Nc1nc(Nc3ccccc3)nc(N3CCCCC3)n1)OCO2
 : -2	-6	-5
- Cc1cc(=O)[nH]c(-n2nc(C)cc2NC(=O)c2ccccc2)n1
 : -7	10	1
- COc1ccc(CCN(Cc2cccs2)C(=O)CN(CC2CCCO2)C(=O)Nc2ccc(Cl)cc2Cl)cc1OC (configuration not stated)
 : -3	-5	-4
- c1ccc(-c2ccnc3nc4ccccc4n23)cc1
 : -16	-4	nt
- COc1ccc(C2=N/C(=C\C=C\c3ccccc3)C(=O)O2)cc1OC
 : 3	-5	-4
- Cc1cccc(-n2c(-c3ccc(Cl)cc3)cc(C(=O)NCc3ccccc3)c2C)c1
 : 0	-2	2
- Cc1ccc2oc(-c3ccc(C)c(NC(=O)c4ccc(Cl)cc4)c3)nc2c1
 : -9	-4	0
- CC(Oc1ccccc1)C(=O)N1CCC(n2cnc3ccccc32)CC1 (configuration not stated)
 : -8	-7	-7
- Cn1c2c(c3cc(-c4cccc5c4CCNC5)ccc31)CCCC2=O
 : 2	-5	nt
- CCCc1[nH]n(-c2ccc(Cl)cc2)c(=O)c1C1=C([n+]2ccc(C)cc2)C(=O)N(CCC)C1=O
 : -4	-1	-2
- Cc1oc(-c2ccc(C(F)(F)F)cc2)nc1CN1CCCCC1c1cccnc1 (configuration not stated)
 : -9	0	-4
- Cc1ccc(-n2nnc(C(=O)Nc3nccs3)c2C)cc1
 : 5	-7	-9
- COCCCN(CC(=O)N1CCc2sccc2C1COc1ccc(F)cc1)C(=O)C1CCCC1 (configuration not stated)
 : -3	-5	-6
